CBFb RUNX1 block: qHTS Assay for Compounds Blocking the Interaction Between CBF-beta and RUNX1 for the Treatment of Acute Myeloid Leukemia; Runt-related transcription factor 1 (Homo sapiens) + Core-binding factor subunit beta …; AlphaScreen CBFb-His/RUNX1-biotin binding, biochemical; Potency, µM (doses to about 59.8 µM), inactives show top-dose activity, negative = inhibition, most hits filed as inhibitors; 230,000 tested, under 10 active; AID 1477, 2009; further: % of control where 0% means no effect
Target sequence (Q01196 whole entry, looked up): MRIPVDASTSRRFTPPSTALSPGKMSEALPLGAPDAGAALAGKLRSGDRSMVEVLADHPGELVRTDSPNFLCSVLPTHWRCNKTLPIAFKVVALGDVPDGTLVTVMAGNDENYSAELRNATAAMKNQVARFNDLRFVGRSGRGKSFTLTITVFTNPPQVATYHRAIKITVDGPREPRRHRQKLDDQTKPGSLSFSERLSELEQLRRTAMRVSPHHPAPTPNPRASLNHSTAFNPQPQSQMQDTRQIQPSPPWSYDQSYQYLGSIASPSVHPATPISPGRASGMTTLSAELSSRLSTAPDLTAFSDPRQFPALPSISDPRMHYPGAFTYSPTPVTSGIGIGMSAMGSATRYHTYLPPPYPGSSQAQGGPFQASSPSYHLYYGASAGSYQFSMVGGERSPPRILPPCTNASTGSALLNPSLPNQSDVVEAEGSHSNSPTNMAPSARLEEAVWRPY
Target sequence (Q13951 whole entry, looked up): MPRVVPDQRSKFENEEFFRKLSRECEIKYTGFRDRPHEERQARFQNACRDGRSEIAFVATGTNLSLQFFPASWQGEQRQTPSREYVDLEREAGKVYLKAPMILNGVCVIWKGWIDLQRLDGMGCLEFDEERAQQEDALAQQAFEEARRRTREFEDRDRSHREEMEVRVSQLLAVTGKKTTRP
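Inhibition was taken as any reduction in AlphaScreen signal from the CBF-beta–RUNX1 pair (His and biotin tags, 30 nM each), measured after compound (15 min) and bead (90 min) incubations at room temperature.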
IMPase Li cell: qHTS Assay for Identifying the Cell-Membrane Permeable IMPase Inhibitors: Potentiation with Lithium. 0.35% of 210,000 active. CHO-M1 cells, IP1 TR-FRET (IP-One), carbachol + lithium. Potency, µM (top dose mostly 59.4 µM), without a hit: top-dose activity, negative = IMPase inhibition, usual class: inhibitors;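 further: IP1 builds up when IMPase is blocked and the TR-FRET signal falls; potency means the concentration at half of the fitted maximal effect; plate controls were basal vehicle for no effect and high inhibitor control for full effect; nearly all actives have a fitted effect of over 50% in size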
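CHO-M1, 2000 cells/well, 16–30 h culture; cpd + low Li+, 30 min 37C; lysis with d2-IP1/Eu-anti-IP1 Ab, 10 min RT; TR-FRET 665/620 ratio and 620 channel; AC50 via Hill.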
HttQ103 aggreg: qHTS Multiplex Assay to Identify Dual Action Probes in a Cell Model of Huntington: Aggregate Formation (GFP). 1.1% of 220,000 active. PC12 HttQ103-GFP aggregates, Acumen cytometry, 40 h. Potency, µM (series often up to 46.1 µM), for the others: at the highest dose activity change, negative = inhibition, usual class: inhibitors; further: potency means the concentration at half of the fitted maximal effect; on the % scale 0 is the no-effect control and ±100 the full control effect; nearly all actives have a fitted effect of over 60% in size
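Multiplexed with ATP-based cell death, this channel scores GFP aggregates in PC12 cells expressing inducible HTTex1-Q103-GFP. Induction used 100 nM tebufenozide; compounds were tested in concentration series.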
NPSR antagonist: qHTS Assay for Antagonists of the Neuropeptide S Receptor: cAMP Signal Transduction; AID 1461, 2008; 1% of 220,000 active; Potency, µM (doses to about 38.3 µM), without a hit: top-dose activity change, negative = inhibition, usual class: inhibitors; Q6W5P4; CHO-NPSR cells, cAMP TR-FRET, antagonist mode; further: potency means the concentration at half of the fitted maximal effect; on the % scale 0 is the no-effect control and ±100 the full control effect; nearly all actives have a fitted effect of over 50% in size; many of its hits are not listed in these tables
Epigenetic derep: Quantitative High-Throughput Screen for Regulators of Epigenetic Control; 0.2% of 280,000 active; Potency, µM (titrated, usually from 53.9 µM), inactives show at the top dose GFP activation, actives largely listed as activators; murine LDR cells, GFP reporter derepression, 30 h; AID 1865, 2009; further: potency means the concentration at half of the fitted maximal effect; % of control where 0% means no effect; nearly all actives have a fitted effect of over 60% in size
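Murine LDR cells carrying a silenced, genomically integrated CMV-driven GFP reporter were exposed to compound for 30 hours at 37 C. After PBS washes, GFP-positive cells (20–120 um objects) were counted by laser-scanning microplate cytometry.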
L3MBTL1 inh: qHTS Assay for the Inhibitors of L3MBTL1. Lethal(3)malignant brain tumor-like protein 1 (Homo sapiens), Q9Y468. AlphaScreen L3MBTL1–H3K9me1 peptide binding. Potency, µM (highest dose often 57.1 µM), for inactives: at the highest dose activity, negative = inhibition, actives largely listed as inhibitors. 0.66% of 230,000 active. AID 485360, 2010; further: potency means the concentration at half of the fitted maximal effect; on the % scale 0 is the no-effect control and ±100 the full control effect; nearly all actives have a fitted effect of over 60% in size
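First, the protein-peptide complex forms for 30 min at room temperature (L3MBTL1 50 nM, biotinylated H3K9me1 peptide 75 nM). Next, compounds are pin-transferred and incubated 30 min. Finally, AlphaScreen beads are added and read after 30 min.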
Luc counter: Counterscreen for Luciferase (Kinase-Glo TM) Inhibition. 0.28% of 200,000 active. Potency, µM (top dose mostly 38.3 µM), for inactives: at the top dose activity change, negative = inhibition, usual class: inhibitors. AID 1379, 2008. Luciferin 4-monooxygenase (Photuris pensylvanica), Q27757. Kinase-Glo luciferase, ATP luminescence, 8 min; further: potency means the concentration at half of the fitted maximal effect; on the % scale 0 is the no-effect control and ±100 the full control effect; nearly all actives have a fitted effect of over 60% in size
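Inhibition of Kinase-Glo luciferase light generation was assessed at 10 uM ATP in pH 7.2 imidazole buffer, with luminescence measured after eight minutes at ambient temperature.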
The depositor's hits bear a star; ? = inconclusive; · = not tested or not shown; [ ] = remark or other dose. The call rests on the fitted dose curve; in most records, active means well fitted curve in the direction sought with a large enough effect; inconclusive means small, poorly fitted or top-dose-only effect, or another doubt; inactive means no such curve, though single readings can be large; an effect the other way counts as inactive or inconclusive. Some of the compounds tested; the hit share may differ from the screen's.

Abbreviations – A = CBFb RUNX1 block; B = IMPase Li cell; C = HttQ103 aggreg; D = NPSR antagonist; E = Epigenetic derep; F = L3MBTL1 inh; G = Luc counter
1. Cc1nc2ccccc2n1S(=O)(=O)c1ccc(S(=O)(=O)N2CCCCCC2)cc1
  A = 1%	B = 2%[38.3 µM]	C = 2%	D = -6%[46.1 µM]	E = -0.1%	F = -1%	G = 0%

2. CCOC(=O)N1CCN(C(=O)C2CCC(CNS(=O)(=O)c3ccccc3)CC2)CC1 (configuration not stated)
  A = 2%	B = -20%[38.3 µM]	C = 18%	D = -15%[46.1 µM]	E = -1.2%	F = 3%	G = -5%

3. CCC(=O)Nc1ccc2c(c1)ncn2-c1ccccc1
  A = 8%	B = -5%[38.3 µM]	C = 10%	D = -10%[46.1 µM]	E = 0.0%	F = -3%	G = -1%

4. COCCNS(=O)(=O)c1ccc(-c2ccc(S(=O)(=O)NCCOC)cc2)cc1
  A = 9%	B = -10%[38.3 µM]	C = 3%	D = -21%[46.1 µM]	E = 0.0%	F = 0%	G = -1%

5. Cc1ccc(CNC(=O)CCCNS(=O)(=O)c2cccc3nonc23)cc1
  A = -6%	B = 38%[activator][38.3 µM]	C = 8%	D = -4%[46.1 µM]	E = 2.4%	F = ·	G = 4%

6. Cc1nn(S(=O)(=O)c2ccc(Cl)cc2)c(C)c1Sc1ccc([N+](=O)[O-])cc1
  A = 4%	B = 7%	C = 5%	D = -28%	E = -1.3%	F = 0%	G = -2%

7. N/C(=N\OC(=O)Nc1ccccc1)c1ncc(C(F)(F)F)cc1Cl
  A = 8%	B = 19%[38.3 µM]	C = 5%	D = 8%[46.1 µM]	E = -2.2%	F = ·	G = -12%

8. CCCn1c(SCC(=O)NC2CCCCC2)nnc1-c1ccncc1
  A = 2%	B = 3%[38.3 µM]	C = -8%	D = 0%[46.1 µM]	E = 2.4%	F = -7%	G = -3%

9. COc1ccccc1N/C(=N/c1nc(C)cc(C)n1)NC(C)=O
  A = 5%	B = -17%[38.3 µM]	C = 8%	D = 0%[46.1 µM]	E = -1.1%	F = 12%	G = -6%

10. O=C(O)CCC(=O)Nc1ccc(OCC(=O)O)cc1
  A = 3%	B = 24%[38.3 µM]	C = -13%	D = -6%[46.1 µM]	E = 1.9%	F = ·	G = -2%

Other entries follow.
Abbreviations – A = CBFb RUNX1 block; B = IMPase Li cell; C = HttQ103 aggreg; D = NPSR antagonist; E = Epigenetic derep; F = L3MBTL1 inh; G = Luc counter
11. Cc1ccc(-c2nn(C)c(=O)c3ccccc23)cc1S(=O)(=O)N1CCOCC1
  A = 14%	B = 18%	C = ?	D = -7%[46.1 µM]	E = -1.0%	F = -16%	G = 0%

12. COc1ccc(NC(=S)NNC(=O)c2cccs2)cc1
  A = -4%	B = -4%	C = -14%	D = 1%	E = -2.2%	F = 8%	G = -2%

13. O=S(=O)(CCSc1nc2ccccc2o1)c1nc2ccccc2s1
  A = 4%	B = 30%[38.3 µM]	C = ?	D = 22%[46.1 µM]	E = 0.0%	F = 13%	G = 0%

14. CNC(=S)N1CCc2ccccc2C1
  A = 14%	B = -5%	C = 18%	D = 23%	E = 0.0%	F = -1%	G = 2%

15. Cc1cccc(CSC2=CS(=O)(=O)c3ccccc3N2)c1
  A = 0%	B = 3%[38.3 µM]	C = -26%	D = 13%[46.1 µM]	E = -1.1%	F = 9%	G = 0%

16. CCn1cc(C(=O)NCC2COc3ccccc3O2)c2cc(OC)c(OC)cc2c1=O (configuration not stated)
  A = 1%	B = 0%	C = 2%	D = -15%[46.1 µM]	E = 2.0%	F = -8%	G = -1%

17. Cc1nn(-c2ccccc2)c(=S)n1-c1ccccc1
  A = -7%	B = 17%[38.3 µM]	C = -4%	D = 2%[46.1 µM]	E = 0.9%	F = ·	G = 0%

18. CC1(C)NC(=O)N(CCCCOc2ccc(Cl)cc2C=O)C1=O
  A = -3%	B = -2%	C = -9%	D = 13%	E = 4.8%	F = -5%[11.4 µM]	G = 2%

19. COc1ccc(C(C)=O)cc1COC(=O)c1ccc(S(=O)(=O)N2CCOCC2)cc1
  A = -1%	B = 9%[38.3 µM]	C = -11%	D = -10%[46.1 µM]	E = -1.0%	F = ·	G = -1%

20. CS(=O)(=O)N(CC(N)=O)Cc1ccc(Cl)cc1
  A = 9%	B = 20%[38.3 µM]	C = ?	D = -3%[46.1 µM]	E = 1.1%	F = 3%	G = 0%

Carrying on.
Abbreviations – A = CBFb RUNX1 block; B = IMPase Li cell; C = HttQ103 aggreg; D = NPSR antagonist; E = Epigenetic derep; F = L3MBTL1 inh; G = Luc counter
21. Cc1cc2c(ncn2Cc2ccccc2)c(N)c1C
  A = -25%	B = 5%	C = -6%	D = -13%	E = -0.3%	F = -13%	G = 0%

22. CSc1nc2ccc(N3C(=O)C4CCCCC4C3=O)cc2s1 (configuration not stated)
  A = 0%	B = -15%[38.3 µM]	C = 3%	D = -21%[46.1 µM]	E = -1.5%	F = 1%	G = -2%

23. O=C(NCCc1cccs1)c1ccc(Cl)c(Cl)c1
  A = 6%	B = 5%	C = 3%[9.22 µM]	D = 9%	E = -1.0%	F = 26%	G = -1%

24. CCN(C(=O)c1c(C)cc(=O)oc1C)c1ccc2c(c1)OCO2
  A = 0%	B = -6%[38.3 µM]	C = 9%	D = 1%[46.1 µM]	E = 0.0%	F = 7%	G = -1%

25. Cc1cc(N2CCOCC2)ccc1/C=C\[N+](=O)[O-]
  A = 6%	B = 13%	C = -20%	D = 1%	E = -0.2%	F = 4%	G = -3%

26. C=CCn1c(N)c(C(=O)Nc2ccc(C)cc2)sc1=S
  A = -2%	B = 30%[38.3 µM]	C = 2%[9.22 µM]	D = -7%[46.1 µM]	E = 1.8%	F = ·	G = 1%

27. Fc1ccccc1NC(=S)NCCc1ccccc1
  A = 1%	B = -6%[38.3 µM]	C = -29%	D = -2%[46.1 µM]	E = -1.1%	F = 6%	G = -2%

28. COc1ccccc1/C=C/C=c1\sc2nc(=O)c(Cc3ccccc3)nn2c1=O
  A = ?	B = ·	C = 2%[9.22 µM]	D = 0%	E = -1.2%	F = ·	G = ·

Of the compounds above, 5 contain an aryl methoxy group:
Abbreviations – A = CBFb RUNX1 block; B = IMPase Li cell; C = HttQ103 aggreg; D = NPSR antagonist; E = Epigenetic derep; F = L3MBTL1 inh; G = Luc counter
9. COc1ccccc1N/C(=N/c1nc(C)cc(C)n1)NC(C)=O
  A = 5%	B = -17%[38.3 µM]	C = 8%	D = 0%[46.1 µM]	E = -1.1%	F = 12%	G = -6%

12. COc1ccc(NC(=S)NNC(=O)c2cccs2)cc1
  A = -4%	B = -4%	C = -14%	D = 1%	E = -2.2%	F = 8%	G = -2%

16. CCn1cc(C(=O)NCC2COc3ccccc3O2)c2cc(OC)c(OC)cc2c1=O (configuration not stated)
  A = 1%	B = 0%	C = 2%	D = -15%[46.1 µM]	E = 2.0%	F = -8%	G = -1%

19. COc1ccc(C(C)=O)cc1COC(=O)c1ccc(S(=O)(=O)N2CCOCC2)cc1
  A = -1%	B = 9%[38.3 µM]	C = -11%	D = -10%[46.1 µM]	E = -1.0%	F = ·	G = -1%

28. COc1ccccc1/C=C/C=c1\sc2nc(=O)c(Cc3ccccc3)nn2c1=O
  A = ?	B = ·	C = 2%[9.22 µM]	D = 0%	E = -1.2%	F = ·	G = ·

Source: PubChem BioAssay (National Center for Advancing Translational Sciences (NCATS))
